DRD3 antagonist: blocks the human D3 dopamine receptor | D3R cells, DiscoveRx beta-arrestin luminescence, antagonist mode; hits give low values | max response, negative = inhibition, % | actives 2.5% (n = 360,000) | AID 652054; in the data active = max response below about -50%; inconclusive = no clear call, values can overlap the other calls; also: % is scaled to controls: 0 for no effect and ±100 for the full control effect; mostly tested at two doses, the higher about 12 µM
Target sequence (P35462 whole entry, looked up): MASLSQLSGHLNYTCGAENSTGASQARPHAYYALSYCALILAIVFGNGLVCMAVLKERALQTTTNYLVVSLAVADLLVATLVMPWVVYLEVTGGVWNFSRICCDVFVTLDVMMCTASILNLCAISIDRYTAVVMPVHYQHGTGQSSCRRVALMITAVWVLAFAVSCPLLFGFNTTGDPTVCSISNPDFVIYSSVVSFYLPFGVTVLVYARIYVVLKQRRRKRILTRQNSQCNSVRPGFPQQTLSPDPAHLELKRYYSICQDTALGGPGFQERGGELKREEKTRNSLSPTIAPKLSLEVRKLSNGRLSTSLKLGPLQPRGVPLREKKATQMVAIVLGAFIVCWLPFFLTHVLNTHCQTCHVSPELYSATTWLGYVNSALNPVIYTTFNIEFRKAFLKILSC
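Cells plated overnight at 1500 cells/well, then exposed to library compounds with dopamine controls for 90 minutes at 37 degrees C. DiscoveRx reagent added for 30–60 minutes at room temperature; luminescence read, quantitative HTS format.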
Abeta rescue: A-beta toxicity reversal in yeast; Potency, µM (top dose mostly 46.1 µM), for the others: at the highest dose growth rescue, most hits filed as activators; AID 1347071; actives 0.063% (n = 410,000); yeast expressing A-beta42, growth rescue, OD600, 48 h; response scale: 0% DMSO, 100% iron-clioquinol control; also: potency is read from the fitted curve at half-maximal effect; nearly all actives have a fitted effect of over 55% in size
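Yeast A-beta toxicity model in growth medium with pinned compounds, 48 h at 30 C; growth read as absorbance at 600 nm. Normalized to FeCl3/clioquinol equimolar mix (positive) and DMSO (negative).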
EPAC2 antagonist: blocks human EPAC2 exchange factor. Q8WZA2. EPAC2 GEF exchange of Rap1B-BODIPY-GDP, fluorescence. Potency, µM (doses to about 114 µM), inactives show top-dose activity, negative = inhibition, usual class: inhibitors. actives 0.18% (n = 360,000). AID 720708; also: potency is read from the fitted curve at half-maximal effect; % is scaled to controls: 0 for no effect and ±100 for the full control effect; nearly all actives have a fitted effect of over 45% in size; many of its hits are not listed in these tables
FUS suppressor: suppressors of FUS proteinopathy in yeast | S. cerevisiae FUS-expressing, growth rescue, OD600, 24 h | Potency, µM (series often up to 76.6 µM), for inactives: at the highest dose growth rescue (activation), most hits filed as activators | actives 0.24% (n = 390,000) | AID 1347120;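 also: potency is read from the fitted curve at half-maximal effect; plate controls were DMSO vehicle for no effect and reference control for full effect; nearly all actives have a fitted effect of over 55% in size; some results filed as inactive show a strong effect at the top dose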
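Absorbance at 600 nm, taken 24hr after compound addition, measured rescue of FUS-yeast growth at 30C. Induction used 2% galactose with seeding at OD 0.005. Controls: CP55940 from 92uM final, DMSO only.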
aSyn rescue: rescues yeast growth from alpha-synuclein toxicity; AID 652106; Potency, µM (highest dose often 46.1 µM), inactives show at the highest dose growth rescue (activation), hits mostly activators; actives 0.14% (n = 370,000); Yeast expressing alpha-synuclein, growth rescue, BacTiter-Glo, 24 h; also: potency is read from the fitted curve at half-maximal effect; % of control where 0% means no effect; nearly all actives have a fitted effect of over 65% in size
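Readout is rescue of growth in alpha-synuclein-expressing yeast, so inhibitors of toxicity appear as activators. Growth after 24 hr at 30 deg C in galactose medium is quantified by luminescence.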
EPAC2 ag: activates human EPAC2 exchange factor. Q8WZA2. EPAC2 activation, biochemical qHTS; response scale: 100% = 6.5 mM cAMP response. Potency, µM (doses to about 154 µM), without a hit: at the highest dose activation, most hits filed as activators. actives 0.079% (n = 360,000). AID 720711; also: potency is read from the fitted curve at half-maximal effect; nearly all actives have a fitted effect of over 50% in size
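In this primary screen, activation is scored as increased exchange of BODIPY-GDP from Rap1B by 100 nM EPAC2, with 50 uM GDP as competitor. Signal is normalized to the 6.5 mM cAMP agonist control.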
TDP43 rescue: TDP-43 toxicity inhibition in yeast. TDP-43 expressing yeast growth rescue, BacTiter-Glo, 24 h. Potency, µM (doses to about 46.1 µM), for the others: top-dose growth rescue (activation), hits mostly activators. actives 1.8% (n = 410,000). AID 652104; also: potency is read from the fitted curve at half-maximal effect; % of control where 0% means no effect; nearly all actives have a fitted effect of over 50% in size
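Galactose-induced TDP-43 yeast, OD600=0.02, compound pinned; 24 hr, 30 deg C; BacTiter-Glo luminescence for growth. Inhibitors of TDP-43 toxicity read as activators.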
D3 ag: agonists of human D3 dopamine receptor; P35462; max activation, %; D3R DiscoveRx beta-arrestin cells, luminescence, 90 min; actives 0.58% (n = 410,000); in the data active = max activation above about 30%; also: 0% is about no effect; mostly tested at two doses, the higher about 12 µM
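Agonist mode: compounds and dopamine controls were applied to plated cells for 90 min at 37 degrees C after an overnight attachment at 1500 cells/well. Luminescent read-out followed 30 - 60 minutes at room temperature with DiscoveRx detection reagent.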
* hit, by the source's call; ? = inconclusive; . = no result given; [ ] = remark or other dose. Unless noted, calls follow the shape of the dose curve; as a rule, active = well fitted curve in the direction sought with a large enough effect; inconclusive = small, poorly fitted or top-dose-only effect, or another doubt; inactive = no such curve, though single readings can be large; an effect the other way counts as inactive or inconclusive. This is a subset; rates above refer to the full screens.

mol	D3 ag	aSyn rescue	FUS suppressor	DRD3 antagonist	Abeta rescue	EPAC2 ag	TDP43 rescue	EPAC2 antagonist
CCCCc1ccc(NC(=S)N2CCN(c3ncccn3)CC2)cc1	-3	-9%	12%	3	24%	-8%	?	2%
Clc1ccccc1N1CCN(Cc2c[nH]c3ccccc23)CC1	-29	6%	10%	-78*	?	8%	7%	2%
Cc1oc(C(=O)Nc2ccc(O)cc2)cc1COc1ccccc1	-1	-13%	5%	32	-3%	13%	19%	4%
COC(=O)c1ccc(Oc2nc(Nc3ccc(F)cc3)nc(N3CCCC3)n2)cc1	-3	-3%	14%	-23	-1%	16%	-3%	3%
CC(C)NC(=O)c1ccccc1NC(=O)/C=C/c1cccc([N+](=O)[O-])c1	-10	-4%	12%	2	12%	-3%	5%	-3%
COc1ccc(C(C)(C)C)cc1NC(=O)c1ccoc1C	-1	-24%	19%	12	-18%	-2%	-14%	1%
FC(F)(F)c1nnc2c(Sc3ccccn3)nc3ccccc3n12	2	-2%	15%	-17	3%	1%	16µM*	4%
CC1CN(C(=O)CNC(=O)COc2ccccc2)CC(C)O1 (stereo unspecified)	0	-8%	-15%	-8	-10%	3%	6%	0%
CC(C)(C)c1n[nH]c(=S)n(/N=C/c2cccs2)c1=O	0	-14%	3%	13	8%	-2%	25%	-5%
Fc1ccccc1-c1nc(-c2ccncc2)no1	0	6%	-5%	32	-10%	3%	?	-3%
Cc1cccc(C)c1-n1nnnc1C1(C)CCC(=O)N1CC1CCCCC1 (stereo unspecified)	-6	?	20%	5	9%	3%	0%	-11%
O=C(Cc1ccccc1)NCCCNC(=O)Cc1ccccc1	0	0%	.	0	-1%	7%	0%	8%
O=C(OCCOc1ccccc1F)c1cc(S(=O)(=O)N2CCOCC2)ccc1F	7	7%	4%	5	-9%	-8%	-9%	-3%
CC(NC(=O)c1ccc2c(c1)OCO2)c1cccc(C(F)(F)F)c1 (stereo unspecified)	1	-23%	?	-13	3%	4%	?	-4%
COc1ccc(NC(=O)CSc2nc(SC)ns2)cc1	-3	6%	5%	-15	-3%	-3%	15%	-16%
CC1(C(=O)NC2CCCC2)CCC(=O)N1CCCn1ccnc1 (stereo unspecified)	-9	-13%	-27%	4	-15%	11%	17%	5%
CCCN1CCN(C(=S)Nc2sc(CC)cc2C(=O)OC)CC1	2	2%	-9%	16	-5%	7%	-5%	-11%
O=C(Nc1cc(C(F)(F)F)ccc1N1CCOCC1)c1ccc(Br)o1	1	0%	-3%	18	8%	-9%	-2%	4%
Cc1ccc(S(=O)(=O)N2CCN(CC(=O)NCC3(N4CCOCC4)CCCCC3)CC2)cc1	2	-6%	-6%	-9	11%	-2%	20%	-4%
Cc1csc(=O)n1CCC(=O)OCC(=O)Nc1ccc(C(N)=O)cc1	-7	0%	6%	-6	1%	-2%	1%	13%
COc1ccc(/C=C/C(=O)NC(=S)Nc2ccccc2)cc1OC	-5	1%	-1%	-13	-24%	4%	-4%	-10%
CCc1ccccc1NC(=O)CNC(=O)CCC(=O)c1cc(C)sc1C	5	-5%	13%	-3	5%	8%	10%	16%
COc1cccc(CN(CC(=O)NC2CCCCC2)C(=O)c2csnn2)c1	-1	-5%	10%	-8	-5%	8%	-16%	5%
Cc1ccc(C)c(NC(=O)CN(CCc2ccccc2)S(=O)(=O)c2ccccc2)c1	-20	.	12%	.	-5%	.	24%	.
O=C(NCCCN1CCCC1=O)Nc1ccc(Cl)cc1Cl	7	4%	-1%	4	14%	2%	8%	-12%
CCC(=O)Nc1ccc(C(=O)CSc2nc3ccccc3[nH]2)cc1	1	10%	23%	-2	-7%	-2%	-15%	2%
COc1ccccc1NC(=O)N(CCN(C)C)Cc1cc2cc(C)ccc2[nH]c1=O	-3	3%	1%	25	9%	-20%	13%	?
CC(C)(C)c1ccc(S(=O)(=O)N2CCN(C(=O)C3CCC3)CC2)cc1	11	1%	.	28	-9%	-3%	-9%	-1%
CCc1ccccc1NC(=O)Cn1c(=O)n(CCCS(=O)(=O)C2CCCCC2)c(=O)c2ccccc21	-4	.	-1%	.	-13%	.	-1%	.
O=C(NN1C(=O)C2C(C1=O)C1C=CC2C12CC2)c1ccccc1Cl (stereo unspecified)	5	5%	10%	0	1%	0%	-15%[1.82 µM]	-1%
CCc1cc(=O)[nH]c(SCC(=O)Nc2cc(C)on2)n1	-2	-3%	-11%	-5	0%	1%	-23%	21%
COC(=O)[C@@]12C[C@@H](CC(=O)N3CCCC3)C(=O)N(Cc3ccco3)C1=CCC(C)(C)C2	-13	-1%	6%	-23	2%	12%	6%	1%
N=C1C(c2ccccc2)=C(O)CN1c1cccc(S(N)(=O)=O)c1	3	-5%	17%	5	-2%	4%	-20%[0.397 µM]	-3%
Cc1ccc(-c2cc(C(F)F)n3ncc(C(=O)N4CCN(c5cccc(C)c5C)CC4)c3n2)cc1	2	-12%	-1%	-8	-19%	-2%	-14%	-13%
CCC(C)NC(=O)CSc1c2c(nc3ccccc13)CCCC2 (stereo unspecified)	-2	0%	7%	0	1%	-2%	11%	4%
COc1ccc([C@@H]2[C@@H]3C(=O)N(C(C)(C)C)C(=O)[C@@H]3[C@]3(C)C(=O)N(c4ccc(C)cc4)C(=O)N23)cc1	4	5%	28%	-16	5%	-3%	9%	11%
CN(C(=O)COC(=O)c1ccc(=O)n(Cc2ccccc2)n1)C1CCS(=O)(=O)C1 (stereo unspecified)	-5	0%	9%	23	14%	-2%	-16%	28%
CCOC(=O)c1nnc(-c2ccccc2)nc1Oc1ccc(Cl)cc1	-1	0%	-48%	5	20%[9.22 µM]	0%	13%	19%
CC(=O)c1cccc(OCC(O)CNCCc2ccc(Cl)cc2)c1 (stereo unspecified)	-6	?	1%	1	-5%	0%	-13%	-3%
O=C(Nc1ccccc1NC(=O)NC1CCCCC1)NC1CCCCC1	-11	-3%	8%	?	-2%	-5%	-17%	1%
Cn1nnnc1SCCCNCc1cccc(OCc2ccc(Cl)cc2)c1	-15	.	-6%	.	-22%	.	6%	.
COc1ccc(NC(=O)CCCC(=O)OCC(F)(F)C(F)F)cc1	-1	8%	17%	9	14%	-2%	-14%	11%
CN1OC[C@@H]2CN(Cc3cc(Cl)cc(Cl)c3)[C@H](c3cccc(Br)c3)C[C@@H]21	-21	-9%	43%	-7	7%	-8%	35µM*	-6%
CCOc1ccc(Nc2oc(-c3ccc(COc4ccccc4C)o3)nc2C#N)cc1	3	.	14%	.	16%	.	?	.
CSc1nc(C)c(C(=O)C[n+]2ccccc2)cc1C#N	-7	0%	-16%	-10	-7%	16%	-5%	-2%
COc1c(C)cccc1C(=O)Nc1ccc(Cl)c(-c2nc3cc(C)ccc3o2)c1	-1	.	13%	.	-3%	.	5%	.
CCOC(=O)c1c(S(=O)(=O)NCC(=O)Nc2ccc(F)cc2C)c(C)n(C)c1C	1	.	13%	.	-9%	.	3%	.
C=CCn1c(C)c(C(C)=O)c(N2CCCC2)nc1=S	-6	24%	?	-3	-9%	1%	-22%	9%
O=C(Nc1ccc2c(c1)CCC2)Nc1ccc(F)cc1F	0	2%	-5%	3	12%	5%	19%	-2%
Cc1ccc(-n2c(SCC(=O)Nc3cccc(F)c3)nc3c(oc4ccccc43)c2=O)cc1C	2	.	5%	.	-4%	.	7%	.
COc1cc(OC)cc(C(=O)N[C@H](C(=O)Nc2cc(C)cc(C)c2)C(C)C)c1	2	2%	3%	8	-4%	-14%	1%	0%
Cc1ccnc(NC(=O)CCC(=O)N(CC(=O)NCCc2ccccc2)Cc2cccs2)c1	-12	1%	-12%	1	-1%	-3%	10%	-2%
COC(=O)c1sc2ccccc2c1-n1cccc1C(=O)C(=O)Nc1ccccc1	-19	-4%	1%	?	-11%	26%	-8%	10%
COc1ccc(S(=O)(=O)N/N=c2\oc3c(OC)cccc3cc2S(=O)(=O)c2ccc(C)cc2)cc1OC	4	5%	19%	2	-14%	1%	-10%	-1%
CCN1CCN(C(CNS(=O)(=O)c2ccc(C)cc2)c2ccccc2)CC1 (stereo unspecified)	-16	2%	3%	-1	8%	8%	3%	8%
Cc1cccc(NC(=O)CNC(=O)c2ccc(-n3cncn3)c([N+](=O)[O-])c2)c1C	-4	-2%	-21%	-6	3%	1%	-15%	3%
COCCCNC(=S)N1CCN(c2ccccc2)CC1	-1	4%	1%	1	-1%	-2%	-14%[9.22 µM]	-1%
CN(C)CCNC(=O)c1ccc(-c2cn3c(-c4ccc(Oc5ccccc5)cc4)cnc3cn2)cc1	-9	13%	?	-28	-16%	7%	14%	?
CCn1c(=O)c2[nH]c(Cl)nc2n(CC)c1=O	4	1%	-8%	10	1%	4%	0%	-10%
CCOC(=O)N1CCN(C(=O)C(c2ccccc2)c2ccccc2)CC1	1	4%	.	17	2%	5%	7%	0%
O=C(c1ccc2nc(Cc3cccc(Cl)c3)oc2c1)N1CCC(CO)CC1	-10	15%	13%	-8	6%	4%	8%	-4%
CC(C)(C)NC(=O)NC(=O)CN1c2cccc3cccc(c23)S1(=O)=O	2	4%	20%	34	-3%	3%	-10%	4%
CC(=O)Nc1ccc(S(=O)(=O)NCc2ccncc2)cc1	4	-5%	12%	-17	-4%	2%	-16%[0.397 µM]	0%

Complete entries as entered above. Order of screens: D3 ag	aSyn rescue	FUS suppressor	DRD3 antagonist	Abeta rescue	EPAC2 ag	TDP43 rescue	EPAC2 antagonist
CN(C)CCNC(=O)c1ccc(-c2cn3c(-c4ccc(Oc5ccccc5)cc4)cnc3cn2)cc1 is listed with -9	13%	?	-28	-16%	7%	14%	?
CSc1nc(C)c(C(=O)C[n+]2ccccc2)cc1C#N is listed with -7	0%	-16%	-10	-7%	16%	-5%	-2%
C=CCn1c(C)c(C(C)=O)c(N2CCCC2)nc1=S is listed with -6	24%	?	-3	-9%	1%	-22%	9%
CCOC(=O)c1c(S(=O)(=O)NCC(=O)Nc2ccc(F)cc2C)c(C)n(C)c1C is listed with 1	.	13%	.	-9%	.	3%	.

Bioassay records from PubChem.
